M1 PAM = potentiates human M1 receptor response to acetylcholine | P11229 | CHO-K1 hM1, Fluo-8 calcium fluorescence, ACh EC20; 0% = ACh EC20, 100% = maximal ACh | activation, % at 3 µM | 360,000 compounds, 0.088% hits | AID 588819; in the data active = activation above about 19%, passing the limit was not always enough
Target sequence (P11229 whole entry, looked up): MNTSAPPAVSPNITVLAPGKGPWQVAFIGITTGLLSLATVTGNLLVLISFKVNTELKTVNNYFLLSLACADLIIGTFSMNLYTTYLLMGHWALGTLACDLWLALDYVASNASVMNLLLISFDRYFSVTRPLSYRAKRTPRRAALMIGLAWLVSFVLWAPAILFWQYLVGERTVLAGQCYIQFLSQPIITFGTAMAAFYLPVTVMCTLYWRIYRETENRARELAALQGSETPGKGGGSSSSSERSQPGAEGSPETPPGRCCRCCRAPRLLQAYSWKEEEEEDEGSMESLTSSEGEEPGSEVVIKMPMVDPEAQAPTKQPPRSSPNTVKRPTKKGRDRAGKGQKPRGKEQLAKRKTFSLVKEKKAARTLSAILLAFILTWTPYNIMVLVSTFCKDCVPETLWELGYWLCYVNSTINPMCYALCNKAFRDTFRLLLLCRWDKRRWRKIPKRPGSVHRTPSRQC
M5 PAM = CHRM5 positive allosteric modulation; P08912; AID 624038; CHO-K1 hM5, Fluo-8 calcium, ACh EC20 PAM; 0% = ACh EC20, 100% = ACh EC100; 360,000 compounds, 0.3% hits; activation, % at 3 µM;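 active = activation above the run cutoff, the mean activation of all test compounds plus 3 SD, cut at about 18% in these data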
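system = human M5 receptor in CHO-K1 cells | compound = one concentration, 3 µM final (nominal) | schedule = Post-acetylcholine fluorescence recording 140 s | signal = Fluo-8 calcium dye fluorescence, kinetic read | benchmarks = low control EC20 acetylcholine (0%), high control EC100 acetylcholine (100%) | repeats = singlicate, one well per test compound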
CHRM1 antagonist = blocks human M1 muscarinic receptor; P11229; CHO-K1 hM1, Fluo-8 calcium fluorescence, ACh EC80 antagonist; inhibition, % at 3 µM; 360,000 compounds, 1.3% hits;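 active = percent inhibition above its own plate's cutoff, namely the mean of that plate's compound wells plus 3 SD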;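 also: peak over basal fluorescence ratio during 140 s after agonist addition; 0% = ACh EC80 plus DMSO and 100% = DMSO alone without agonist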
M4 ag = CHRM4 agonism in calcium assay; activation, % at 3 µM; CHO-K1 hM4/Gqi5, Fluo-8 calcium fluorescence; vehicle 0%, full acetylcholine response 100%; 360,000 compounds, 0.14% hits; P08173;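 active = activation above the run mean over all test wells plus 3 SD, cut at about 32% in these data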;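 also: peak over basal fluorescence ratio per well then scaled between controls; 0% = DMSO wells and 100% = acetylcholine at EC100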
Target sequence (P08173 whole entry, looked up): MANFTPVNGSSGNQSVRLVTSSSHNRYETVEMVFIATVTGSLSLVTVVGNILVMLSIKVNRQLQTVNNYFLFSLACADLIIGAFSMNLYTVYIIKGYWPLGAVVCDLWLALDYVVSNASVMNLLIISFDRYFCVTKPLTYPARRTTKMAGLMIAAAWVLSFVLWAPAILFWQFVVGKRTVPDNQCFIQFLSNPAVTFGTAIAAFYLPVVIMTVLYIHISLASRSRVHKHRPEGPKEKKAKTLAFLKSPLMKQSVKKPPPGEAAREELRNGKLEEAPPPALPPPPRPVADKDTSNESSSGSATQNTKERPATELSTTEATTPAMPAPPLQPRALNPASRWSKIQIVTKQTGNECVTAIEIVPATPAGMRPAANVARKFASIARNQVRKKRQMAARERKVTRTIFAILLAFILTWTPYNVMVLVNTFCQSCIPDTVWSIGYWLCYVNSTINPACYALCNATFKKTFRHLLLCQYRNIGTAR
CHRM4 antagonist = blocks acetylcholine activation of human M4 receptor; AID 624125; CHO-hM4 cells, ACh EC80, Fluo-8 calcium fluorescence; inhibition, % at 3 µM; 360,000 compounds, 0.73% hits;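 active = inhibition above its plate's cutoff, the mean inhibition of sample wells plus 3 SD, cut at about 27% in these data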;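 also: 0% = acetylcholine EC80 with DMSO and 100% = DMSO without agonist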
M5 antag = blocks acetylcholine activation of human M5 receptor; 360,000 compounds, 0.59% hits; AID 624040; CHO-hM5 cells, Fluo-8 calcium fluorescence, ACh EC80; inhibition, % at 3 µM;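 active = inhibition above a per-plate cutoff, the mean of that plate's test compounds plus 3 SD, cut at about 27% in these data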;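 also: 0% = acetylcholine EC80 with DMSO and 100% = DMSO without agonist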
CRFR2-BP ag = CRF-BP/CRF-R2 complex agonism; 350,000 compounds, 0.46% hits; HEK293 CRF-R2/CRF-BP, calcium dye fluorescence (FLIPR); percent of saturating CRF peptide response; activation, % at 13.2 µM;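 active = activation of at least 50%, plus an integration ratio under a set limit after plate pattern correction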;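 also: plate controls were neutral control wells without compound for no effect and CRF at EC100 for full effect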
M4 PAM = CHRM4 positive allosteric modulation | CHO-K1 hM4/Gqi5, Fluo-8 calcium fluorescence, ACh EC20; 0% = ACh EC20, 100% = maximal ACh | activation, % at 3 µM | 360,000 compounds, 0.4% hits | AID 624126;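 active = activation above its plate's cutoff, the mean activation of sample wells plus 3 SD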; also: some results filed as inactive read as strong as hits
M5 ag = agonists of human muscarinic M5 receptor (CHRM5); P08912; CHO-K1 hM5 cells, Fluo-8 calcium fluorescence; 0% DMSO wells, 100% maximal acetylcholine response; activation, % at 3 µM; 360,000 compounds, 0.19% hits; AID 624037;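 active = activation above the run's mean over test compounds plus 3 SD, cut at about 23% in these data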;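 also: signal is peak over basal fluorescence ratio across the kinetic read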
* marks the source's active call; other numbers are inactive results; nt = not tested or not shown.

SMILES	M1 PAM	M5 PAM	CHRM1 antagonist	M4 ag	CHRM4 antagonist	M5 antag	CRFR2-BP ag	M4 PAM	M5 ag
O=c1ccnc(SCc2ccccc2Cl)[nH]1	7	-1	6	0	3	-6	-0.2	1	0
Cc1ccc(Cn2c(NC(=O)c3ccco3)nc3ccccc32)cc1	-11	3	-9	0	9	-4	-0.5	-4	-2
CCCCc1nc2cc(C(=O)N3CCCCC3CCNC(C)=O)ccc2o1 (centres undefined)	-1	-1	0	1	-10	7	4.3	-4	-4
O=C(c1cc(C2CCCCN2S(=O)(=O)Cc2ccccc2)on1)N1CCOCC1 (centres undefined)	-7	-4	12	2	4	-3	nt	1	-1
O=C(NCc1cc(Br)cc(Br)c1OC(=O)c1ccccc1[N+](=O)[O-])c1ccccc1	-8	-12	17	3	-2	10	1.2	-9	-3
CC(=O)c1c(C)[nH]c(C(=O)NCCc2cccc(C)c2)c1C	-2	0	-14	9	-10	-6	-3.2	-5	-1
COc1ccc(C(=O)C(CN2CCOCC2)c2ccccc2)cc1F (centres undefined)	3	0	-1	0	21	6	-3.1	6	-4
Cc1ccc(S(=O)(=O)/N=c2\ccc(Cl)cn2C(F)F)cc1	9	2	-11	0	1	7	-4.2	-1	-2
O=C(OCn1nnc2ccccc2c1=O)c1ccc2c(=O)n3c(nc2c1)CCC3	-2	-1	4	2	-1	1	-4.4	-2	2
O=C(COC(=O)c1n[nH]c2ccccc12)NCCc1ccccc1	0	11	-4	4	-3	4	-1.3	0	1
CCOC(=O)N1CCN(C(=O)c2ccc3c(Cl)c4c(nc3c2)CCCC4)CC1	-7	4	8	0	-10	-14	-1.4	-7	-3
COc1ccc(C2=NN(S(C)(=O)=O)C(c3cccs3)C2)cc1OC (centres undefined)	-1	-4	6	1	-1	8	-4.0	-1	1
O=C(O)c1nn(-c2ccccc2)c(-c2ccccc2)c1C(=O)c1ccccc1	0	2	5	0	-2	-8	2.8	5	-2
COc1ccc([N+](=O)[O-])cc1NC(=O)c1cn(-c2ccc(Cl)cc2)c(=O)c2ccccc12	9	4	-9	0	0	-2	-2.0	-3	-2
Cc1ccc2cc(CN(CC3CCCO3)C(=O)C(C)C)c(=O)[nH]c2c1 (centres undefined)	-1	-2	-1	1	-4	2	1.2	6	-1

3 structures already listed, sorted by molecular weight, low to high:
SMILES	M1 PAM	M5 PAM	CHRM1 antagonist	M4 ag	CHRM4 antagonist	M5 antag	CRFR2-BP ag	M4 PAM	M5 ag
Cc1ccc2cc(CN(CC3CCCO3)C(=O)C(C)C)c(=O)[nH]c2c1 (centres undefined)	-1	-2	-1	1	-4	2	1.2	6	-1
O=C(OCn1nnc2ccccc2c1=O)c1ccc2c(=O)n3c(nc2c1)CCC3	-2	-1	4	2	-1	1	-4.4	-2	2
COc1ccc([N+](=O)[O-])cc1NC(=O)c1cn(-c2ccc(Cl)cc2)c(=O)c2ccccc12	9	4	-9	0	0	-2	-2.0	-3	-2

Continuation:
SMILES	M1 PAM	M5 PAM	CHRM1 antagonist	M4 ag	CHRM4 antagonist	M5 antag	CRFR2-BP ag	M4 PAM	M5 ag
Cc1cc2oc(=O)cc(CN3CCCCC3C)c2c(C)c1Cl (centres undefined)	2	1	0	0	11	1	-1.1	8	-1
N/C(=N\OC(=O)Cc1ccccc1)c1ccccc1Cl	-6	-8	12	1	-9	8	-0.8	-1	-1
CSc1ccccc1NC(=O)CN(C)C(=O)Cc1c(F)cccc1Cl	7	0	-4	1	0	10	-0.8	3	0
COc1cccc(C(=O)Nc2cccc(-c3ccc4nncn4n3)c2)c1OC	1	-4	-24	8	-4	-2	-2.1	-16	5
CCOC(=O)c1ccc(N2C(=O)CC(N(C)Cc3ccccc3)C2=O)cc1 (centres undefined)	6	-1	-6	1	3	0	-7.0	6	0
COc1ccc(-c2nnc(-c3cccs3)o2)cc1OC	6	0	-16	3	7	-5	-0.6	2	0
O=C(Cc1cccs1)Nc1ccccc1F	0	-4	-6	1	3	6	3.9	-2	-3
CC(C(=O)c1ccccc1)C(O)c1ccccn1 (centres undefined)	-3	-10	-6	8	-5	3	4.1	2	1
Cc1ccc(C(=O)C(=O)c2ccc(C)c(N)c2)cc1N	4	5	-1	1	5	8	0.3	-5	-4
O=C(CSc1nncs1)Nc1ccc(S(=O)(=O)N2CCCC2)cc1	6	3	-9	2	-3	0	0.5	-6	-2
CCOC(=O)NC(=O)c1cn(C(CC)CO)c(=O)[nH]c1=O (centres undefined)	11	10	-11	1	0	-3	0.4	2	-1
Cc1cc(C(=O)OCC(=O)Nc2cc(S(=O)(=O)N(C)C)ccc2C)c2ccccc2n1	-3	-8	10	8	-5	10	-1.1	-7	3
CN1CCc2c(n(CC(O)CNCc3ccccc3)c3ccccc23)C1=O (centres undefined)	8	-1	-2	2	-2	6	0.9	2	-5
COc1cccc(CNC(=O)CCC2CCCN(C(=O)Cc3ccccc3F)C2)c1 (centres undefined)	-5	-14	10	0	-15	6	0.6	-1	-6
Nc1c(-c2n[nH]c(=S)n2-c2ccc(Cl)cc2Cl)cnn1-c1ccccc1	4	-5	-2	8	-2	4	33	-4	7
CCOC(=O)N1CCN(Cc2nc3cc(NC(=O)c4cccs4)ccc3n2CC)CC1	-6	-7	5	8	2	6	-0.7	-8	1
CC(=O)Nc1ccc(N2CCCCC2)c(C(=O)Nc2cccc(C)c2)c1	7	3	-14	-3	-3	1	1.0	0	-2
O=C(Nc1nc(C2C3CC4CC(C3)CC2C4)cs1)c1cc2cc([N+](=O)[O-])ccc2oc1=O (centres undefined)	5	2	-8	1	-6	-2	-2.0	5	-2
COc1cc(OC)c(N(C)C(=O)c2cc3c(s2)-c2ccccc2S(=O)(=O)C3)cc1Cl	11	2	-10	1	-6	-7	0.7	1	16
CC(=O)C1C(c2cccc([N+](=O)[O-])c2)C2C(C)=NN=C2CC1(C)O (centres undefined)	3	-1	1	0	9	-1	0.8	-10	0
Cc1ccc(-c2noc(-c3ccccc3C(=O)N3CCCC3)n2)cc1	2	0	-21	7	-10	-2	-4.9	-1	-5
Fc1ccccc1OCCCn1ccnc1	-14	-8	21	1	-2	-6	3.0	-2	-22
O=C(NCC1CC1)c1onc(CSc2ccc(F)c(F)c2)c1C(=O)NCC1CC1	-2	3	-7	-1	-18	-5	0.0	0	0
O=C(CCCOc1ccccc1)Nc1ccc(Cl)cn1	4	-5	-5	-1	1	-1	0.0	-3	-3
COc1ccccc1N1CCN(Cc2cc(=O)c(OCC(=O)NC(C)C)co2)CC1	0	-3	10	1	-5	6	0.2	2	-3
Cc1cccc(N2CCN(Cc3nc(-c4ccccc4Cl)oc3C)CC2)n1	2	4	1	2	10	-15	-0.8	-9	1
Cc1cc(-n2nc(C)cc2C)nc(NS(=O)(=O)c2ccccc2Cl)n1	2	7	4	1	-3	-4	-2.0	2	1
C(=N\N(c1ccccc1)c1ccccc1)/c1ccc(N2CCOCC2)s1	-4	1	2	-1	2	-1	-1.8	-3	-2
COc1ccccc1N1CCN(/N=C/c2cccc(Cl)c2)CC1	5	-4	-8	1	-16	6	-3.1	5	4
CC1CCCN(C(=O)CSc2nnc3ccccn23)C1 (centres undefined)	14	7	-8	1	-3	0	-1.0	3	1

Brought forward from above: four entries, then new ones.
SMILES	M1 PAM	M5 PAM	CHRM1 antagonist	M4 ag	CHRM4 antagonist	M5 antag	CRFR2-BP ag	M4 PAM	M5 ag
Cc1cc(-n2nc(C)cc2C)nc(NS(=O)(=O)c2ccccc2Cl)n1	2	7	4	1	-3	-4	-2.0	2	1
C(=N\N(c1ccccc1)c1ccccc1)/c1ccc(N2CCOCC2)s1	-4	1	2	-1	2	-1	-1.8	-3	-2
COc1ccccc1N1CCN(/N=C/c2cccc(Cl)c2)CC1	5	-4	-8	1	-16	6	-3.1	5	4
CC1CCCN(C(=O)CSc2nnc3ccccn23)C1 (centres undefined)	14	7	-8	1	-3	0	-1.0	3	1
COc1ccc(C(C(N)=O)c2ncc(C(F)(F)F)cc2Cl)cc1OC (centres undefined)	3	9	-3	3	13	1	-0.3	13	-2
COc1ccc(C(=O)N/N=C/C(C)c2ccccc2)cc1OC (centres undefined)	0	3	-7	1	-7	-8	-0.1	9	-9
O=C(O)CCCNC(=O)CCn1nnc2ccccc2c1=O	5	0	-5	0	3	-1	-1.1	-2	4
CCOc1ccc(C2C(C(=O)c3ccco3)=C(O)C(=O)N2CCN2CCOCC2)cc1 (centres undefined)	4	-2	0	1	4	0	-1.8	1	-4
[N-]=C=C1C(=O)NC(=O)C([n+]2ccc(-c3ccncc3)cc2)C1c1ccccc1C(F)(F)F (centres undefined)	10	1	-9	0	1	0	2.7	-4	2
Cc1nc2sc3c(c2c(=O)n1NC(=O)CCBr)CCCC3	8	3	-3	0	0	0	-0.9	-7	-6
COCCn1c(SCC(=O)Nc2ccc(F)cc2)nc2c([nH]c3ccccc32)c1=O	-5	-4	15	1	7	20	-0.3	0	-4
CCC(C(=O)Nc1nc(C)cs1)c1ccccc1 (centres undefined)	-2	-6	1	-1	3	1	-1.9	6	-4
O=C(CCN1C(=O)/C(=C\c2ccccc2Cl)SC1=S)N1CCN(c2ccccc2)CC1	6	-3	-8	0	-6	-17	-0.3	10	1
COc1ccc(CN2CCN(CCCc3ccccc3)C(CCO)C2)c(OC)c1 (centres undefined)	4	-9	-11	2	-3	5	1.1	-8	-1
Cc1nc2sc(C(c3cccs3)N3CCC(C(N)=O)CC3)c(O)n2n1 (centres undefined)	4	3	-11	1	-10	1	-1.4	6	0
COc1ccc(OC)c(CCNC(=O)CCn2nc(C)c3c(C)n(-c4ccccc4)nc3c2=O)c1	7	7	-4	1	-10	-9	-1.6	-4	-3
CC(C)NC(=O)/C=C/C(=O)O	8	2	-12	0	-3	8	-0.9	-4	1
O=C(c1cccs1)N1CCN(S(=O)(=O)N2CCCCC2)CC1	6	5	-26	1	3	6	0.1	5	-2
O=C(NC1C=CS(=O)(=O)C1)c1ccccc1 (centres undefined)	14	-1	-8	1	3	-4	0.7	8	1
O=C1CC(C(=O)Nc2ccccc2)N=C(N2CCOCC2)N1 (centres undefined)	8	9	-4	1	13	-3	-0.4	10	-2
Cn1cc([N+](=O)[O-])c(C(=O)Nc2cnn(Cc3ccc(F)cc3)c2)n1	-6	-1	7	2	-3	5	-1.7	8	-2
O=C(c1cccc([N+](=O)[O-])c1)N(c1ccccn1)c1ccccn1	6	5	-5	0	-2	-3	0.7	1	0
CCCn1c(SCC(=O)Nc2ccc(S(=O)(=O)N(C)C)cc2)n[nH]c1=O	-4	-7	10	4	-9	11	-2.4	4	-1
COc1cc(/C=N/NS(=O)(=O)c2ccc3ccccc3c2)ccc1OCc1ccc(C(=O)O)cc1	12	7	-14	-1	0	-3	-1.8	3	-10
Cc1ccccc1Nc1nc(-c2ccccc2)c(C(=O)Nc2cccnc2)s1	-6	-12	11	4	6	8	0.6	-11	-4
Cc1nc2ccccc2n1C(C)c1ccccc1 (centres undefined)	11	9	-6	1	-1	-5	-3.3	9	0
C[C@H]1CNC(=O)c2c(C(=O)Nc3ccc(CNC(=O)OC(C)(C)C)cc3)ncn21	-5	-3	-3	13	-14	-1	0.5	-7	1
CCN1C(=O)C(C(=O)Nc2ccc(OC)cc2)C2CC1(C)Oc1ccccc12 (centres undefined)	-3	-6	1	2	-15	-2	-4.4	8	-5
CCn1c(O)c(N=NC2=NC(=O)CS2)c2ccccc21	0	1	11	0	0	-9	-0.3	11	2
Brc1ccccc1OCCCN1CCOCC1	4	2	-2	0	8	-1	-0.7	0	-5

Bioassay records as filed in PubChem BioAssay.
